# Tb PYK inh = blocks Trypanosoma brucei pyruvate kinase | Q57TT1 | TbPYK enzyme, Kinase-Glo Plus ATP luminescence, 45 min | Potency, µM (highest dose often 76.8 µM), for inactives: at the highest dose activity, negative = inhibition, usual class: inhibitors | 410,000 compounds, 0.12% hits; active means well fitted inhibition curve with a large enough effect; further: potency means the concentration at half of the fitted maximal effect; nearly all actives have a fitted effect of over 50% in size
#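 Enzyme and substrate buffer are dispensed first and compound is pin-transferred. ADP at 130 uM final then starts the reaction, which runs 45 min at room temperature. Detection reagent is added for 10 min before luminescence is imaged.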
# HCMV antiviral = human cytomegalovirus inhibition | HFF cells, HCMV-luciferase reporter, 72 h; hits give low values | AID 1259415 | activity change, negative = inhibition, % at 57.5 µM | 410,000 compounds, 4.5% hits; in the data active means activity change below about -60%
#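 Two compound doses tested in HFFs infected with HCMV-luciferase, MOI 1 PFU/cell, 72 h at 37C. Lysate luminescence read with OneGlo; data normalized against buffer-only and 10uM Salinomycin inhibitor controls.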
# * marks the source's active call; other numbers are inactive results; . = not tested or not shown; & = joins results of further samples; [ ] = remark or other dose. On the % scale 0 is the no-effect control and ±100 the full control effect.
C=CC1=C(C(=O)O)N2C(=O)C(NC(=O)/C(=N\O)c3csc(N)n3)C2SC1 (stereo unspecified)
  Tb PYK inh: -10%	HCMV antiviral: .

CCC1Nc2cc(Cl)c(S(N)(=O)=O)cc2S(=O)(=O)N1 (stereo unspecified)
  Tb PYK inh: -4%	HCMV antiviral: .

CCC(C)[C@@H](N)C(=O)O (stereo partly specified)
  Tb PYK inh: -2%	HCMV antiviral: .

Cc1c(C(=O)NCCO)[n+](=O)c2ccccc2n1[O-]
  Tb PYK inh: -5%	HCMV antiviral: .

COc1ccc(S(=O)(=O)N2c3ccc(Cl)cc3[C@](O)(c3ccccc3Cl)[C@@H]2C(=O)N2CCC[C@H]2C(N)=O)cc1OC
  Tb PYK inh: 2%	HCMV antiviral: .

Cn1c(O)c(N=NC(N)=S)c2ccccc21
  Tb PYK inh: -24%	HCMV antiviral: .

CN(C)CCOC(=O)[C@@H](c1ccccc1)C1(O)CCCC1
  Tb PYK inh: -8%	HCMV antiviral: .

Cc1nc(-c2ccc(Cl)cc2)oc1COC(C)(C)C(=O)O
  Tb PYK inh: 10%	HCMV antiviral: .

CCCN[C@@H](C)C(=O)Nc1c(C)csc1C(=O)OC
  Tb PYK inh: -6%[33.2 µM]	HCMV antiviral: .

O=C(CS(=O)Cc1ccco1)NCC=CCOc1cc(CN2CCCCC2)ccn1 (stereo unspecified)
  Tb PYK inh: 5%	HCMV antiviral: .

COc1cc(NS(=O)(=O)c2ccc(N)cc2)nc(C)n1
  Tb PYK inh: -3%	HCMV antiviral: .

Cc1ccc(S(=O)(=O)NC(=O)NC2CCCCCCC2)cc1
  Tb PYK inh: -7%	HCMV antiviral: .

O=c1[nH]c2cc(C(F)(F)F)c(N3CCOCC3)cc2n(CP(=O)(O)O)c1=O
  Tb PYK inh: -16%	HCMV antiviral: .

COc1cc(C(=O)OC(COCCC(C)C)CN2CCOCC2)cc(OC)c1OC (stereo unspecified)
  Tb PYK inh: 6%	HCMV antiviral: .

CCOC(=O)C(CCc1ccccc1)NC(C)C(=O)N1Cc2ccccc2CC1C(=O)O (stereo unspecified)
  Tb PYK inh: 7%	HCMV antiviral: .

CCCCCCCCCCCCCCC[C@H](O)[C@H](N)CO
  Tb PYK inh: 1%	HCMV antiviral: .

Nc1nnnn1-c1ccccc1
  Tb PYK inh: 0%	HCMV antiviral: .

Cc1ccccc1C(=O)Nc1ccc(C(=O)N2CCCC(O)c3cc(Cl)ccc32)c(C)c1 (stereo unspecified)
  Tb PYK inh: -3%	HCMV antiviral: .

CC(O)CN(C)C (stereo unspecified)
  Tb PYK inh: -7%	HCMV antiviral: .

Cc1oc(=O)oc1CN1CCN(c2cc3c(cc2F)c(=O)c(C(=O)O)c2n3C(C)S2)CC1 (stereo unspecified)
  Tb PYK inh: -9%	HCMV antiviral: .

CN1C2CCC1CC(NC(=O)n1c(=O)[nH]c3ccccc31)C2 (stereo unspecified)
  Tb PYK inh: -6%	HCMV antiviral: .

CC1(C)O[C@@H]2C[C@@H]3[C@H]4C[C@@H](F)C5=CC(=O)C=C[C@]5(C)[C@@]4(F)[C@@H](O)C[C@]3(C)[C@]2(C(=O)CO)O1
  Tb PYK inh: -3%	HCMV antiviral: .

C/C=C\C(=O)N(CC)c1ccccc1C
  Tb PYK inh: 0%[33.2 µM]	HCMV antiviral: .

Cc1ccc(C(=O)[C@H](C)CN2CCCCC2)cc1
  Tb PYK inh: 0%	HCMV antiviral: .

C=CC1=C(C(=O)O)N2C(=O)[C@@H](NC(=O)C(N=O)c3csc(N)n3)[C@H]2SC1 (stereo partly specified)
  Tb PYK inh: -7%	HCMV antiviral: .

# Entries of single compounds as entered above:
# Profile of `COc1ccc(S(=O)(=O)N2c3ccc(Cl)cc3[C@](O)(c3ccccc3Cl)[C@@H]2C(=O)N2CCC[C@H]2C(N)=O)cc1OC` → Tb PYK inh = 2%; HCMV antiviral = .
# Profile of `CN1C2CCC1CC(NC(=O)n1c(=O)[nH]c3ccccc31)C2` (stereo unspecified) → Tb PYK inh = -6%; HCMV antiviral = .

# Additional entries:
Cc1c(I)c(=O)n(-c2ccccc2)n1C
  Tb PYK inh: -4%	HCMV antiviral: .

Cc1cc(CC(C)CC(C)(C)C)n(O)c(=O)c1 (stereo unspecified)
  Tb PYK inh: 0%	HCMV antiviral: .

CCC[C@H](N[C@@H](C)C(=O)N1[C@@H]2CCCC[C@H]2C[C@H]1C(=O)O)C(=O)OCC
  Tb PYK inh: 5%	HCMV antiviral: .

CN(C(=O)CCCOc1ccc2[nH]c(=O)ccc2c1)C1CCCCC1
  Tb PYK inh: 1%	HCMV antiviral: .

CC[C@H](Cc1c(I)cc(I)c(N)c1I)C(=O)O
  Tb PYK inh: 1%[33.2 µM]	HCMV antiviral: .

O=C(O)c1ccc[n+]([O-])c1
  Tb PYK inh: 2%	HCMV antiviral: .

COCCCOc1cc(C[C@@H](C[C@H](N)[C@@H](O)C[C@H](C(=O)NCC(C)(C)C(N)=O)C(C)C)C(C)C)ccc1OC
  Tb PYK inh: 0%	HCMV antiviral: .

CCOC(=O)c1ccc(OCCN2C[C@H](O)[C@@H](O)[C@H](O)[C@H]2CO)cc1
  Tb PYK inh: 4%	HCMV antiviral: .

CCC(=O)O
  Tb PYK inh: -1%	HCMV antiviral: .

Cn1c(=O)c2[nH]c(Br)nc2n(C)c1=O
  Tb PYK inh: -8%	HCMV antiviral: -18

O=C(O)CNC(=O)c1ccccc1I
  Tb PYK inh: -2%	HCMV antiviral: 11

Cc1cc(NS(=O)(=O)c2ccc(N)cc2)nc(C)n1
  Tb PYK inh: -2%	HCMV antiviral: 2

CCCn1cnc2c1c(=O)n(CCCCC(C)=O)c(=O)n2C
  Tb PYK inh: -3%&-1%	HCMV antiviral: -12

Cc1cc(Nc2cc(N3CCN(C)CC3)nc(Sc3ccc(NC(=O)C4CC4)cc3)n2)n[nH]1
  Tb PYK inh: 2%	HCMV antiviral: 10

CCN(CC)CCn1c(=O)c(Cc2ccc(OC)cc2)nc2ccccc21
  Tb PYK inh: 0%	HCMV antiviral: 1

# No new results follow: 13 of the compounds above.
CCC[C@H](N[C@@H](C)C(=O)N1[C@@H]2CCCC[C@H]2C[C@H]1C(=O)O)C(=O)OCC
  Tb PYK inh: 5%	HCMV antiviral: .

CN(C(=O)CCCOc1ccc2[nH]c(=O)ccc2c1)C1CCCCC1
  Tb PYK inh: 1%	HCMV antiviral: .

CC[C@H](Cc1c(I)cc(I)c(N)c1I)C(=O)O
  Tb PYK inh: 1%[33.2 µM]	HCMV antiviral: .

O=C(O)c1ccc[n+]([O-])c1
  Tb PYK inh: 2%	HCMV antiviral: .

COCCCOc1cc(C[C@@H](C[C@H](N)[C@@H](O)C[C@H](C(=O)NCC(C)(C)C(N)=O)C(C)C)C(C)C)ccc1OC
  Tb PYK inh: 0%	HCMV antiviral: .

CCOC(=O)c1ccc(OCCN2C[C@H](O)[C@@H](O)[C@H](O)[C@H]2CO)cc1
  Tb PYK inh: 4%	HCMV antiviral: .

CCC(=O)O
  Tb PYK inh: -1%	HCMV antiviral: .

Cn1c(=O)c2[nH]c(Br)nc2n(C)c1=O
  Tb PYK inh: -8%	HCMV antiviral: -18

O=C(O)CNC(=O)c1ccccc1I
  Tb PYK inh: -2%	HCMV antiviral: 11

Cc1cc(NS(=O)(=O)c2ccc(N)cc2)nc(C)n1
  Tb PYK inh: -2%	HCMV antiviral: 2

CCCn1cnc2c1c(=O)n(CCCCC(C)=O)c(=O)n2C
  Tb PYK inh: -3%&-1%	HCMV antiviral: -12

Cc1cc(Nc2cc(N3CCN(C)CC3)nc(Sc3ccc(NC(=O)C4CC4)cc3)n2)n[nH]1
  Tb PYK inh: 2%	HCMV antiviral: 10

CCN(CC)CCn1c(=O)c(Cc2ccc(OC)cc2)nc2ccccc21
  Tb PYK inh: 0%	HCMV antiviral: 1

# Compound activity: PubChem, National Center for Advancing Translational Sciences (NCATS)

# Only part of the results is shown; the hit share may differ from the screen's.
